D2 potentiator = HTS Assay for Positive Allosteric Modulators of the Human D2 Dopamine Receptor: Primary Screen for Potentiators; hit rate 0.34% among 340,000; potentiation, % at 10 µM; AID 485347, 2010; HEK293 T-REx D2, calcium flux, EC20 dopamine potentiation;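 active = potentiation over 3 SD above the plate norm, cut at about 30% in these data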; also: 0% is about no effect
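Primary screen. Calcium kinetics in induced HEK293 T-REx D2 cells: compound pre-addition 180 s, EC20 dopamine, 180 s more.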
RXFP1 ag = qHTS Assay for Agonists of the Relaxin Receptor RXFP1; Relaxin receptor 1 (Homo sapiens), Q9HBX9; HEK293T-RXFP1 cAMP TR-FRET, 30 min; response scale: percent of porcine relaxin response, buffer zero; Potency, µM (highest dose often 57.5 µM), for the others: top-dose activation, most hits filed as activators; hit rate 0.3% among 370,000; AID 2676, 2010; also: potency is read from the fitted curve at half-maximal effect; % is scaled to controls: 0 for no effect and ±100 for the full control effect; nearly all actives have a fitted effect of over 60% in size; many of its hits are not listed in these tables
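Agonist response is measured as cAMP accumulation in an RXFP1-transfected HEK293T line under PDE4 inhibition. Values are scaled between buffer-only and 29 nM porcine relaxin, and EC50s come from standard Hill equation fits.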
TRHR agonist = qHTS for Small Molecule Agonists and Allosteric Enhancers of Human TRH Receptor: Primary Screen for Agonists; Thyrotropin-releasing hormone receptor (Homo sapiens), P34981; TRHR cells, calcium flux fluo-8, FDSS agonist mode; activation, % at 2 µM; hit rate 0.18% among 360,000; AID 493084, 2011; in the data active = activation above about 30%; also: 0% is about no effect
Target sequence (P34981 whole entry, looked up): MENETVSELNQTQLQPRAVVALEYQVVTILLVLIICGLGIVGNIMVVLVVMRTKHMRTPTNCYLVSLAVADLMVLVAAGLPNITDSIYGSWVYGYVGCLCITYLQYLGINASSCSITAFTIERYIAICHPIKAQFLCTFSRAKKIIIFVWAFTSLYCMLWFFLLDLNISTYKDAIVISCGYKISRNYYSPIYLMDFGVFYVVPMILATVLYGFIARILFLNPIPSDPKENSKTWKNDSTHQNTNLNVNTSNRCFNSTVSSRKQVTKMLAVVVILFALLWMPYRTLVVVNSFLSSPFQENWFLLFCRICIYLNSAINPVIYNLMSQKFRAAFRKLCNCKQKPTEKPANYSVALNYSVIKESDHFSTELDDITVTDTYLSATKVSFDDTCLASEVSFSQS
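In this calcium-flux screen, cells bearing human TRHR are dye-loaded with fluo-8, baselined for 10 cycles, then exposed to library compounds; positive kinetic calcium responses during the agonist phase mark hits, with TRH as control.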
Apoferritin bind = qHTS Assay for Identification of Novel General Anesthetics; hit rate 0.074% among 350,000; apoferritin/1-aminoanthracene competitive binding, fluorescence; Ferritin light chain (Equus caballus), P02791; Potency, µM (series often up to 77.5 µM), without a hit: top-dose activity change, negative = displacement, most hits filed as inhibitors; AID 485281, 2010; also: potency is read from the fitted curve at half-maximal effect; % is scaled to controls: 0 for no effect and ±100 for the full control effect; nearly all actives have a fitted effect of over 20% in size
Target sequence (P02791 2-175 limits assumed): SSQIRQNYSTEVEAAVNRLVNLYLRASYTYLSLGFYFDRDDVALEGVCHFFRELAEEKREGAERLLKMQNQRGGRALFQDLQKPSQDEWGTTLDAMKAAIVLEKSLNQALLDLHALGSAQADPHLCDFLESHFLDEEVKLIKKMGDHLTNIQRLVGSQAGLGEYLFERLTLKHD
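10 uM apoferritin + 50% sat. 1-AMA, PBS; cpd 10 min RT; Ex380/Em535 endpoint; normalized to free probe vs complex; 4-param Hill fit; propofol titration as pos. ctrl.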
D1 antagonist = Antagonist of Human D 1 Dopamine Receptor: qHTS. HEK293 TREx D1 cells, calcium flux, dopamine EC80; active compounds read low. D(1A) dopamine receptor (Homo sapiens), P21728. AID 504652, 2011. hit rate 3.2% among 360,000. activity change, negative = inhibition, % at 10 µM; in the data active = activity change below about -30%; also: % is scaled to controls: 0 for no effect and ±100 for the full control effect
Target sequence (P21728 whole entry, looked up): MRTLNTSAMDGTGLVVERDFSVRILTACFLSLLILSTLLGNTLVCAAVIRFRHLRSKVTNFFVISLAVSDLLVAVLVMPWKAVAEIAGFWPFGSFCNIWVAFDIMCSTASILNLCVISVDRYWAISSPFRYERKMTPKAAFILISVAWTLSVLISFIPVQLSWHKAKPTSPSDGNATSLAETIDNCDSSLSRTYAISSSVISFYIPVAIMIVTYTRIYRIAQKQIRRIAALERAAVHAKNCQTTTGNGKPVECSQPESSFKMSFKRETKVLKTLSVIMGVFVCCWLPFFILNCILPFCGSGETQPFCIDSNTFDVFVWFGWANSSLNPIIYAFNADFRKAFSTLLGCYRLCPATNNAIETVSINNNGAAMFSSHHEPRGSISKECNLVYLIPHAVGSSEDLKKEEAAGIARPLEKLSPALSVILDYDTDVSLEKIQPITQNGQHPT
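Compound effects on dopamine-evoked calcium signalling were measured in tetracycline-induced HEK293 Trex D1 cells. Dopamine at EC80 followed a 180 s compound pre-read, and fluorescence was tracked kinetically for 180 s more.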
D1 PAM = Potentiators of Human D1 Dopamine Receptor: qHTS; D(1A) dopamine receptor (Homo sapiens), P21728; HEK293 TREx D1 cells, calcium flux, dopamine EC20 potentiation; potentiation, % at 10 µM; hit rate 0.036% among 360,000; AID 504651, 2011; in the data active = potentiation above about 30%; also: 0% is about no effect
TRHR enhancer = qHTS for Small Molecule Agonists and Allosteric Enhancers of Human TRH Receptor: Primary Screen for Enhancers; Thyrotropin-releasing hormone receptor (Homo sapiens), P34981; TRHR cells, fluo-8 calcium fluorescence, EC20 TRH enhancement; enhancement, % at 2 µM; hit rate 0.66% among 360,000; in the data active = enhancement above about 30%; also: 0% is about no effect
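Enhancer read-out: after compound pinning and an initial kinetic agonist-mode read, an EC20 of TRH (10 nM final) was injected and fluo-8 calcium signal (Ex 480/Em 530) followed at 1 s/cycle for 100 cycles in TRHR-expressing cells.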
RXFP1 antagonist = qHTS Assay for Antagonists of the Relaxin Receptor RXFP1 | activity change, negative = inhibition, % at 57.5 µM | AID 1259400, 2018 | hit rate 0.59% among 350,000 | HEK293-RXFP1, relaxin-stimulated cAMP HTRF, 30 min; active compounds read low | Relaxin receptor 1 (Homo sapiens), Q9HBX9;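 active = activity change of -60% or lower, but not beyond a set lower limit; inconclusive = change between -60% and -40%, or beyond the set limit; inactive = change above -40%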; also: % is scaled to controls: 0 for no effect and ±100 for the full control effect
D1 agonist = Allosteric Agonists of the Human D1 Dopamine Receptor: qHTS; D(1A) dopamine receptor (Homo sapiens), P21728; HEK293 T-REx D1 cells, calcium flux, agonist mode; activation, % at 2 µM; hit rate 1% among 360,000; AID 504660, 2011; in the data active = activation above about 30%; also: 0% is about no effect
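Tetracycline-induced HEK293 TREx D1 cells, force-coupled to calcium signalling, were dye-loaded with a no-wash calcium kit. Compound was pin-added after a 10 s baseline. Fluorescence was read kinetically at 1 cycle/s for 180 s, with calcium rises flagged as agonism.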
* hit, by the source's call; ? = inconclusive; nt = no result given; [ ] = another dose, or the depositor's remark. Unless noted, calls follow the shape of the dose curve; as a rule, active = well fitted curve in the direction sought with a large enough effect; inconclusive = small, poorly fitted or top-dose-only effect, or another doubt; inactive = no such curve, though single readings can be large; an effect the other way counts as inactive or inconclusive. A portion of the library; count on the stated rates, not on these rows.

SMILES	D2 potentiator	RXFP1 ag	TRHR agonist	Apoferritin bind	D1 antagonist	D1 PAM	TRHR enhancer	RXFP1 antagonist	D1 agonist
CCOC(=O)C1(Cc2cccc(OC)c2)CCCN(S(=O)(=O)N(C)C)C1 (centres undefined)	8	0.7%	0.1	-10%	-6	1	1	8	7
S=C(NCc1cccnc1)c1ccccc1	-2	1.2%	0.3	-12%	-4	-13	-1	-8	2
CC(=O)c1ccc(N2CCN(c3ccc(S(=O)(=O)N4CCN(C)CC4)cn3)CC2)cc1	-5	1.5%	0.2	-13%	7	-1	-5	-2	1
CC(=O)c1ccc(OCC(C)Oc2ccc(C#N)cc2)cc1 (centres undefined)	nt	0.3%	-0.4	-9%	3	-3	-1	-2	22
Cc1cccc(C(C)(C)C)c1OCCCCN1CCCC1	-14	0.1%	0.8	-14%	-5	-5	4	-10	9
COc1ccc2[nH]cc(C(=O)CN3CCN(C/C=C/c4ccccc4)CC3)c2c1	8	1.0%	-0.1	?	-3	-2	8	nt	86*
Cc1ccc(-n2nc(C)c(/C=N/NC(=O)c3cccs3)c2Cl)cc1	-10	3.1%	-1.8	6%	2	-17	0	-18	-2
CN(CCc1cnn(C)c1)Cc1cn(C)nc1-c1ccccc1F	2	-1.0%	0.8	1%	9	-1	-3	-13	2
COc1ccc2cc(C(=O)N(C)Cc3ccccc3)[nH]c2c1	-2	?	0.4	11%	-3	1	-3	4	4
CCOC(=O)CNc1c(-c2ccc(O)cc2)nc2ccc(Cl)cn12	15	4.4%	-1.2	4%	-12	-4	5	10	0
CN(C)c1ccc(-c2ccccc2)nn1	14	1.0%	0.3	-7%	-12	-2	8	0	1
CCC(=O)NC(=S)Nc1ccc(NC(=O)COc2ccc(Cl)c(C)c2)cc1	-14	7.1%	-0.3	-13%	-2	-4	0	-3	1
O=C(NC(=S)NCCCN1CCOCC1)c1ccc(Br)cc1	-1	-1.5%	0.2	-12%	7	-2	-1	-7	9
C/C(=N\NC(=O)c1ccco1)c1ccc(NC(=O)C(F)(F)F)cc1	nt	-1.0%	-0.1	-4%	-18	-4	39*	4	5
O=C(CNC(=O)c1ccccc1)OC(C(=O)Nc1ccc2c(c1)OCO2)c1ccccc1 (centres undefined)	nt	nt	-1.4	nt	-1	4	-1	nt	1
CC1CCN(S(=O)(=O)c2ccc(C(C)C)cc2)CC1	4	1.4%	-0.1	-17%	-23	-7	1	-37	3
COC(=O)c1ccc(CN2CCC(CO)(Cc3ccc(OC)cc3)CC2)cc1	-51	-0.7%	0.7	-5%	10	-6	2	-14	7
O=C(NCCc1cccc(Cl)c1)c1cccc(-n2cnnn2)c1	-2	1.6%	0.0	nt	-13	-5	-8	-6	1
COc1ccccc1NC(=O)CCC(=O)OCc1cccc([N+](=O)[O-])c1	6	2.2%	-0.4	-15%	-1	1	-4	-2	2
CC(C)OC(=O)CN1C(=O)c2ccccc2C1=O	0	2.5%	0.2	-15%	11	0	-3	-10	1
CCOc1ccc(NC(=O)CC2NCCNC2=O)cc1 (centres undefined)	1	2.1%	0.3	0%	1	-6	2	-3	4
Clc1cccc(Cl)c1NC1=NCCC1	6	0.8%	0.7	1%	7	3	-6	14	0
CCOC(=O)c1cnc2c(C(=O)OCC)cnn2c1N	2	1.4%	-1.5	-3%	35	2	-1	1	1
COc1ccc(S(=O)(=O)N(CC(=O)NCCSc2ccccc2)c2ccc(Cl)cc2)cc1	10	0.0%	-1.2	267%[activator]	-8	2	6	-13	36*
CCN(CC)c1ccc(N/C(N)=N/c2nc(C(F)(F)F)cc(=O)[nH]2)cc1	-9	-4.3%	-1.0	-1%	-4	-9	-2	12	0

One compound at a time (already shown). Order of values: D2 potentiator	RXFP1 ag	TRHR agonist	Apoferritin bind	D1 antagonist	D1 PAM	TRHR enhancer	RXFP1 antagonist	D1 agonist
CC(C)OC(=O)CN1C(=O)c2ccccc2C1=O is listed as 0	2.5%	0.2	-15%	11	0	-3	-10	1
O=C(NC(=S)NCCCN1CCOCC1)c1ccc(Br)cc1 is listed as -1	-1.5%	0.2	-12%	7	-2	-1	-7	9
CC(=O)c1ccc(N2CCN(c3ccc(S(=O)(=O)N4CCN(C)CC4)cn3)CC2)cc1 is listed as -5	1.5%	0.2	-13%	7	-1	-5	-2	1
COc1ccc2cc(C(=O)N(C)Cc3ccccc3)[nH]c2c1 is listed as -2	?	0.4	11%	-3	1	-3	4	4

Entries from the list above with a CF3 group:
SMILES	D2 potentiator	RXFP1 ag	TRHR agonist	Apoferritin bind	D1 antagonist	D1 PAM	TRHR enhancer	RXFP1 antagonist	D1 agonist
C/C(=N\NC(=O)c1ccco1)c1ccc(NC(=O)C(F)(F)F)cc1	nt	-1.0%	-0.1	-4%	-18	-4	39*	4	5
CCN(CC)c1ccc(N/C(N)=N/c2nc(C(F)(F)F)cc(=O)[nH]2)cc1	-9	-4.3%	-1.0	-1%	-4	-9	-2	12	0

Further structures:
SMILES	D2 potentiator	RXFP1 ag	TRHR agonist	Apoferritin bind	D1 antagonist	D1 PAM	TRHR enhancer	RXFP1 antagonist	D1 agonist
CC(C)COC(=O)N1CCN(S(=O)(=O)c2ccc3c(c2)CCC3)CC1	-9	0.1%	-1.0	nt	19	-2	0	-4	2
CC(C)Cc1ccc(S(=O)(=O)N2CCCC2)cc1	1	0.9%	-0.3	?	0	-2	-2	7	3
O=C(N/N=C/c1ccco1)c1cc(-c2cccs2)[nH]n1	-16	0.0%	0.6	-5%	-20	-5	1	0	4
CS(=O)c1ccccc1COC(=O)Nc1cccc(Cl)c1 (centres undefined)	nt	1.7%	-0.2	-17%	-1	-1	-3	8	5
CC(=O)N(C(C)=O)c1ncc2c([nH]c3ccccc32)c1C#N	11	0.4%	-0.2	29%	-15	5	4	-7	1
CNC(=O)c1c(NC(=O)c2nc(SCc3ccc(C)cc3)ncc2Cl)sc2c1CCCC2	-8	-0.4%	1.6	-1%	-14	0	-5	nt	0
O=C(Nn1c(=O)[nH]c2ccsc2c1=O)c1ccccc1	nt	0.4%	0.9	-1%	-4	-4	10	4	3
COc1ccc2c3c([nH]c2c1)[C@H]1C[C@H]2[C@H](C[C@@H](O)[C@H](OC)[C@H]2C(=O)O)CN1CC3	8	-1.2%	0.4	nt	-3	-2	-1	nt	-1
CCc1cc(C(=O)Nc2cc(S(=O)(=O)N(C)C)ccc2C)sc1C	-2	2.8%	1.7	-15%	-3	-5	4	6	0
CN(C)S(=O)(=O)c1ccc(NC(=O)COC(=O)CC2CC3CCC2C3)cc1 (centres undefined)	8	1.3%	0.4	?	26	-2	5	-3	4
Oc1ccccc1CNc1nccs1	3	2.5%	-0.5	-6%	1	4	4	6	3
CCOC(=O)c1c(-c2ccccc2)c(C(C)=O)c(=O)n(C)c1C	21	0.4%	-0.2	-8%	13	nt	-1	-9	5
Cc1c(NC(=O)C(c2ccccc2)c2ccccc2)cccc1C(=O)O	-1	-3.8%	0.6	5%	-18	5	2	22	0
C=CCn1c(SCC(=O)Nc2ncc(Cc3cc(C(F)(F)F)ccc3Cl)s2)nnc1-c1ccncc1	-1	1.7%	0.6	-13%	-18	-3	-2	17	1
COc1cccc(CNC(=O)c2ccc3c(c2)N(Cc2ccc(F)cc2Cl)C(=O)c2ccccc2S3)c1	27	2.5%	-1.5	-1%	-22	3	0	-15	9
Cc1ccc2cccc(NS(=O)(=O)c3ccccc3)c2n1	0	-0.2%	-0.7	-5%	0	-16	3	1	0
O=C(COc1ccccc1)NCC(c1cccs1)S(=O)(=O)c1ccc(Cl)cc1 (centres undefined)	8	2.5%	-0.4	-12%	nt	0	7	nt	-1
O=C(NCCOc1ccccc1)C1CCC(=O)N(C2CCCCCC2)C1 (centres undefined)	1	5.3%	0.1	-6%	-3	-2	58*	-13	11
Cc1ccc2c(c1)sc(C)[n+]2CCCS(=O)(=O)[O-]	nt	6.3%	0.7	-5%	-5	-7	-1	7	6
CCn1c(SCC(=O)Nc2cc(C)nn2-c2ccccc2)nnc1-c1cccs1	6	-2.3%	-0.4	3%	9	4	2	10	2
C/C(=N\NC(=S)NC1CCCCC1)c1cccs1	-4	2.9%	-0.5	-7%	nt	6	0	-20	-2
CC1CCC2(CC1)NC(=O)N(CC(=O)NC(=O)NC1CCCC1)C2=O (centres undefined)	2	-0.9%	0.3	-17%	-5	-6	1	1	1
Cc1nccn1Cc1cccc2ccccc12	-5	-1.2%	0.6	-18%	2	-2	-3	-5	4
Cc1ccc(NC(=O)CCCCCN2C(=O)[C@@H]3Cc4ccccc4CN3C2=O)c(C)c1	3	-1.8%	1.4	-2%	-13	-3	-3	8	2

Structures listed so far with a furan ring, fused or not, in the order listed:
SMILES	D2 potentiator	RXFP1 ag	TRHR agonist	Apoferritin bind	D1 antagonist	D1 PAM	TRHR enhancer	RXFP1 antagonist	D1 agonist
C/C(=N\NC(=O)c1ccco1)c1ccc(NC(=O)C(F)(F)F)cc1	nt	-1.0%	-0.1	-4%	-18	-4	39*	4	5
O=C(N/N=C/c1ccco1)c1cc(-c2cccs2)[nH]n1	-16	0.0%	0.6	-5%	-20	-5	1	0	4

Screens (PubChem BioAssay)
